hERG rescue: compounds protecting human hERG from proarrhythmic drug block; CHO-hERG, FluxOR thallium flux, dofetilide IC70 present; activation (rescue from dofetilide block), less the hit threshold, % at 10 µM; hit rate 0.51% among 310,000; AID 1511;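 active = activation above the mean of controls blocked by dofetilide plus 5 SD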;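 also: thallium influx through hERG after potassium depolarization seen as dye fluorescence rise; in these data hits start at about 4.7%; inactives centre near -7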
KCNQ1 block: human KCNQ1 channel inhibition; hit rate 1.3% among 310,000; CHO-K1 KCNQ1, FluxOR thallium flux fluorescence; hits give high values; P51787; B-score at 10 µM;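 active = compounds whose thallium flux B-score, printed positive for inhibition, exceeds three library SD while starting fluorescence stays within three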;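 also: channel opened by potassium depolarization with thallium stimulus after 20 min compound exposure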
GSK3A inh: human GSK-3 alpha kinase inhibition; ADP-Glo luminescence, 60 min; hit rate 0.1% among 320,000; AID 2650; inhibition, % at 10 µM; P49840;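 in the data active = inhibition above about 50%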;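 also: GST-tagged GSK-3 alpha with peptide substrate and 25 µM ATP; 0% = DMSO neutral wells and 100% = GW8510 positive control wells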
GSK3beta inhib: blocks human GSK3beta kinase activity; GST-GSK3beta kinase, ADP-Glo luminescence, 60 min; hits give low values; activity score (negative = inhibition), % at 10 µM; P49841; hit rate 0.038% among 300,000; AID 2097;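 active = more than half of replicate wells score below -50%, meaning over 50% inhibition versus plate controls; inconclusive = some replicates but at most half score below -50%; inactive = no replicate scores below -50%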;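 also: 0% = median DMSO wells and -100% = median GW8510 positive control wells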
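Test system: GST-fused GSK3beta enzyme, cell-free | Quantity: 1.6 ng GST-GSK3beta enzyme per well | Reagent: 25 µM ATP with peptide substrate | Schedule: 60 min enzyme reaction, room temperature | Signal: Luminescent ADP-Glo measurement of ADP formed | Read-out basis: Score relative to plate controls | Control set: DMSO and 20 µM GW8510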
KCNQ1 pot: human KCNQ1 channel potentiation or activation; P51787; CHO-K1 KCNQ1, thallium flux FluxOR fluorescence; hits give high values; B-score at 10 µM; hit rate 0.35% among 310,000; AID 2648;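 active = fluorescence ratio B-score, a plate-corrected score, at least three library SD, with initial intensity B-score within 5 SD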
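System: CHO-K1 cells stably expressing KCNQ1 / Medium: assay buffer for compound exposure, DMSO matched across wells / Reagent: thallium- and potassium-containing depolarizing buffer / Compound: one concentration, matched DMSO / Incubation: 20 min compound pretreatment at room temperature / Measured by: kinetic FluxOR fluorescence, 10 s baseline plus 110 s post-stimulus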
KCNK9 block: inhibitors of human KCNK9 two-pore domain potassium channel | hit rate 1.2% among 310,000 | HEK293 KCNK9, FluxOR thallium flux fluorescence; hits give low values | Q9NPC2 | B-score at 10 µM;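 active = ratio B-score over 3 SD below the library mean, with starting fluorescence within 5 SD of its mean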;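 also: negative B-score means less thallium flux so channel inhibition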
Target sequence (Q9NPC2 whole entry, looked up, the tested form may be a part): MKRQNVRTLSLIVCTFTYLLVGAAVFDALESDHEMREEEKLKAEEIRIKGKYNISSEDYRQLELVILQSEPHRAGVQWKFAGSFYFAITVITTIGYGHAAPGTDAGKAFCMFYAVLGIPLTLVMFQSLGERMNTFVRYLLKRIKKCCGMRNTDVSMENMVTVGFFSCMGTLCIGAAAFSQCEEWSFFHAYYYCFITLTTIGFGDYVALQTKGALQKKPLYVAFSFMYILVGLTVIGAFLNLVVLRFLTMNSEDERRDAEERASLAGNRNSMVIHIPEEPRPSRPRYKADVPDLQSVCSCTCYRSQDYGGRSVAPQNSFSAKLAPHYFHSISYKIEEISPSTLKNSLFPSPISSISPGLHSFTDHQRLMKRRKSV
PolyA inh: yeast polyadenylation inhibition; S. cerevisiae SKY197-pL101 polyadenylation reporter, beta-gal luminescence; efflux-impaired pdr1/pdr3 knockout yeast; score 100 = 6 SD above DMSO; calls only at 12 µM; hit rate 0.02% among 300,000; AID 1875;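 active = lowest replicate activity score at least 50, where 100 means six control SD above control mean; inconclusive = lowest score under 50 but half or more replicates reach 50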;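 also: yeast exposed to compound for 9 h at 30 °C; higher score means more reporter readthrough which indicates perturbed polyadenylation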
RGS4 act: potentiators or activators of RGS4. B-score at 10 µM. hit rate 0.92% among 310,000. HEK293 M3R/inducible RGS4, carbachol calcium flux Fluo4; hits give low values;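 active = B-score of the integrated calcium signal more than 4 SD below the library mean, with starting fluorescence not abnormally high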;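 also: negative B-score means reduced calcium response which marks RGS4 activation or potentiation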
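Reagent: ECmax carbachol challenge; Test system: M3R-expressing HEK293 line, RGS4 induced by doxycycline; Schedule: overnight RGS4 induction, 30 min dye load 37 °C, 20 min compound RT; Detection: calcium dye Fluo4 fluorescence; Read-out: Agonist-evoked peak-minus-minimum fluorescence over baseline, integrated ratio, B score.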
KCNK3 block: human KCNK3 channel inhibition, primary screen. CHO-KCNK3 thallium flux, FluxOR fluorescence; hits give low values. B-score at 10 µM. O14649. hit rate 0.84% among 340,000. AID 602410;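 active = B-score under library mean minus 4 SD, starting fluorescence ratio at most library mean plus 5 SD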;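 also: more negative B-score means stronger inhibition of thallium flux through KCNK3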
Target sequence (O14649 whole entry, looked up): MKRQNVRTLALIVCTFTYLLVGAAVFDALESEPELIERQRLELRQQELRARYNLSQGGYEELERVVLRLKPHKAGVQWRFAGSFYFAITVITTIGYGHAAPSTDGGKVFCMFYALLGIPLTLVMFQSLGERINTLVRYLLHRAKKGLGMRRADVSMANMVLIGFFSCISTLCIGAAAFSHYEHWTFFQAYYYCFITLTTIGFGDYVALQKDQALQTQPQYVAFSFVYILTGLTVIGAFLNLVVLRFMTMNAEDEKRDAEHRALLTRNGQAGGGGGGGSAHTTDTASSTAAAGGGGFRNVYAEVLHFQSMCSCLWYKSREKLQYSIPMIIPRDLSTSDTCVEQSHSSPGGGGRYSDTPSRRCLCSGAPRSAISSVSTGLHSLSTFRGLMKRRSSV
DYRK1A inh: blocks rat Dyrk1A kinase activity; Q63470; ADP-Glo luminescence, NFATc1 peptide; inhibition, % at 12.5 µM; hit rate 0.43% among 310,000; in the data active = inhibition above about 50%;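 also: plate controls were vehicle with enzyme for no effect and no enzyme for full effect; many of its hits are not listed in these tables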
HDAC3 inh: blocks human histone deacetylase 3. O15379. recombinant HDAC3, fluorogenic peptide/trypsin coupled, fluorescence. inhibition, % at 8.3 µM. hit rate 0.15% among 320,000. AID 2718; in the data active = inhibition above about 26%, passing the limit was not always enough; inconclusive = no clear call, values can overlap the other calls
* hit, by the source's call; i = inactive; ? = inconclusive; . = no result given. Some of the compounds tested, so the mix of outcomes need not match the whole.

SMILES,HDAC3 inh,GSK3A inh,DYRK1A inh,RGS4 act,KCNQ1 pot,KCNQ1 block,PolyA inh,KCNK9 block,KCNK3 block,GSK3beta inhib,hERG rescue
COC(=O)c1cccc(OCC(O)Cn2ccnc2)c1 (centres undefined),-3,-3,-4,i,i,i,i,i,i,-2,-10
O=C(NCCNc1ccccc1[N+](=O)[O-])c1ccccc1F,0,3,-2,i,i,i,i,i,i,-1,-4
Cc1cccc2sc(NC(=O)CSc3nc4ccccc4o3)nc12,0,-3,-2,i,i,i,i,i,i,-2,-9
O=C(C1=C[C@@H](c2csc3ccccc23)C[C@@H](OCCCCO)O1)N1CCN(Cc2ccc3c(c2)OCO3)CC1,-4,.,-3,i,i,i,i,i,i,-3,-11
COc1ccc(C)cc1NC(=O)NCc1ccco1,-1,0,1,i,i,i,i,i,i,2,-22
C/C(=N\Nc1nc2ccccc2c(=O)n1O)c1ccco1,-1,0,15,i,i,i,i,i,i,-2,0
CCN(C1CCCCC1)S(=O)(=O)c1ccc(S(=O)(=O)N2CCN(CCC#N)CC2)cc1,-4,-1,-7,-9.1*,i,i,i,i,i,2,-5
CC(=O)NC(=S)Nc1ccc2oc(-c3cc(F)c(F)cc3Cl)nc2c1,-1,4,-4,i,i,i,i,i,i,1,-6
O=S(=O)(c1cccc(-c2n[nH]c(=S)n2C2CCCC2)c1)N1CCOCC1,12,-1,.,i,i,i,i,i,i,-4,-11
C[n+]1ccccc1/C=C/c1c(F)cccc1F,12,0,.,i,i,i,i,i,i,-1,4
Cc1cc(C)n(-c2ccc(C(F)(F)F)cc2[N+](=O)[O-])n1,11,-14,0,-9.3*,i,i,i,i,i,2,-5
COc1ccc(S(=O)(=O)N2CCOCC2)cc1NC(=O)COc1ncnc2ccccc12,1,-1,-3,i,i,i,i,i,i,0,-3
COc1cc(C(=O)NN(CCC#N)C2=NS(=O)(=O)c3ccccc32)cc(OC)c1OC,1,-1,19,i,i,i,i,i,i,2,-11
Cc1ccc(NC(=O)c2nc[nH]c2C(=O)N[C@@H](CCCCNC(=O)OC(C)(C)C)C(=O)OC(C)(C)C)cc1,3,-1,3,i,i,i,i,i,i,1,0
CC(=O)c1cccc(S(=O)(=O)NCC(c2ccco2)N2CCCCC2)c1 (centres undefined),0,0,-8,i,i,i,i,i,i,0,-13
CC(C)Oc1ccc(CCN=C(N)N=C(N)N)cc1Cl,?,1,-5,i,i,i,i,i,i,0,-14
COc1ccccc1NC(=O)CNC(c1ccccc1)c1ccccc1,6,0,3,i,i,i,i,i,i,.,-8
O=C(COC(=O)c1cc(=O)c2ccccc2o1)NCC1CCCCC1,5,-6,4,i,i,i,i,i,i,0,-7
CCN1CCN(c2ccc(S(=O)(=O)N3CCOCC3)cc2NC(=O)/C=C/c2ccc([N+](=O)[O-])cc2)CC1,4,0,9,i,i,i,i,i,i,-2,-10
COc1ccc(OC)c(C2NC(=O)NC(C)=C2C(=O)OCc2ccccc2)c1 (centres undefined),-3,3,-6,i,i,i,i,i,i,-2,-14
CC1CCCC(C)N1C(=O)COC(=O)c1ccc[nH]c1=O (centres undefined),?,3,4,i,i,i,i,i,i,-1,-8
COc1ccccc1NC1=NC(C)(C)N=C(N)N1,-1,0,5,i,i,i,i,i,i,2,-7
Cc1cccc(C(=O)N2CCC(=O)N(C(COCc3ccc(Cl)cc3)Cc3ccccc3)CC2)c1 (centres undefined),9,-5,-4,i,i,i,i,i,i,2,-10
CCOc1cc(C(=O)Nc2ccc(S(=O)(=O)NC3=NCCCCC3)cc2)cc(OCC)c1OCC,5,-1,1,i,i,i,i,i,i,2,-9
O=C1c2ccccc2C(=O)N1/N=C/c1ccc(Oc2ccc([N+](=O)[O-])cn2)cc1,-10,-6,1,i,i,i,i,i,i,5,-13
CCCC(=O)O[C@]1(C(=O)CO)CC[C@H]2[C@@H]3CCC4=CC(=O)CC[C@]4(C)[C@H]3[C@@H](O)C[C@@]21C,-1,-7,7,i,i,i,i,i,i,2,-6
Cc1ccc(S(=O)(=O)N2CCCC(C(=O)NC3CCCC3)C2)cc1 (centres undefined),2,-3,6,i,i,i,i,i,i,.,-8
O=C(C1=C(O)C(=O)N(CC2CCCO2)C1c1ccc(Cl)cc1Cl)c1ccco1 (centres undefined),9,0,-3,i,i,i,i,i,i,-2,-4
CC(=O)c1ccc(N=C2C(=O)Nc3ccccc32)cc1,-4,.,-5,i,i,i,i,i,i,5,-3
O=C(c1cccc(S(=O)(=O)N2CCN(c3ccccc3)CC2)c1)N1CC=C(c2ccccc2)CC1,-3,4,0,i,i,i,i,i,i,2,-18
CCOc1ccc(-c2nnc(-c3ccc(OC)cc3)o2)cc1,-6,2,-1,i,i,i,i,i,i,-1,-4
O=C(CCCSc1ccccc1)Nc1cccc(CO)c1,1,0,4,i,i,i,i,i,i,1,-4
COc1cc(/C=N/NC(=O)c2ccc(NC(=O)C3CCCCC3)cc2)ccc1O,3,0,2,i,i,i,i,i,i,0,-9
O=C(Nc1ccc(Cl)c(Cl)c1)c1cccnc1,5,4,9,i,i,i,i,i,i,-2,-4
CCOC(=O)/C(C#N)=C\c1cc(OC)c(OC)cc1[N+](=O)[O-],-4,-2,-4,i,i,i,i,i,i,5,-6
Cc1cc(C)cc(OCC(=O)N2N=C(C(F)(F)F)CC2(O)C(C)(C)C)c1 (centres undefined),14,-5,-8,i,i,i,i,i,i,3,-11
O=C(C1CCN(Cc2ccccc2O)CC1)N1CCN(Cc2ccc3c(c2)OCO3)CC1,3,2,-3,i,i,i,i,i,i,-1,-7
O=C(NCCCO)/C(=C/c1ccc(-c2cccc([N+](=O)[O-])c2)o1)NC(=O)c1ccccc1,4,1,4,i,i,i,i,i,i,-2,-9
S=C1NCN(Cc2ccccc2)CN1C1CCCCC1,1,-1,-2,i,i,i,i,i,i,-1,-10
CCOc1ccc(CC(=NCCc2ccccc2)C2=C(O)CC(C)(C)CC2=O)cc1OCC,4,1,4,i,i,i,i,i,i,1,-6
CCCN(CCC)c1nc(NC2CCN(C(=O)OCC)CC2)nc(OC)n1,-2,-1,7,i,i,i,i,i,i,-1,-13
Cn1c(=S)c2[nH]c(SCCN3CCCC3)nc2n(C)c1=O,-1,0,6,i,i,i,i,-6.9*,i,0,-3
COc1cccc(C2CC(=O)Nc3c2c(=O)[nH]c2ncnn32)c1 (centres undefined),11,0,-7,i,i,i,i,i,i,2,-5
O=C1OCCC1Sc1nnc(-c2ccco2)n1-c1ccccc1 (centres undefined),12,0,-2,i,i,i,i,i,i,1,-8
COc1ccc(C(c2sc3nc(C)nn3c2O)N2CCC3(CC2)OCCO3)cc1 (centres undefined),3,-1,6,i,i,i,i,i,i,0,-2
CC(=O)c1ccc(NC(=S)Nc2ccc3cn[nH]c3c2)cc1,4,-1,57*,i,i,i,i,i,i,-7,-16
COCCn1c(SCC(=O)Nc2ccccc2F)nnc1-c1ccoc1C,-5,0,-2,i,i,i,i,i,i,3,-1
CC(=O)NC(Nc1nc2c(s1)CCCC2)(C(F)(F)F)C(F)(F)F,2,6,4,i,i,i,i,i,i,1,-7

KCNK9 block, entries above that show a hit.
compound	HDAC3 inh	GSK3A inh	DYRK1A inh	KCNQ1 pot	KCNQ1 block	PolyA inh	KCNK9 block	KCNK3 block	GSK3beta inhib
Cn1c(=S)c2[nH]c(SCCN3CCCC3)nc2n(C)c1=O	-1	0	6	i	i	i	-6.9*	i	0

The listing continues.
SMILES,HDAC3 inh,GSK3A inh,DYRK1A inh,RGS4 act,KCNQ1 pot,KCNQ1 block,PolyA inh,KCNK9 block,KCNK3 block,GSK3beta inhib,hERG rescue
CN1CCN(Cc2coc3c(Cl)cc(Cl)cc3c2=O)CC1,-2,0,.,i,i,i,i,i,i,4,-6
Cc1ccc(NC(=O)c2cccc(NC3=NC4CS(=O)(=O)CC4S3)c2)cc1 (centres undefined),1,1,-6,i,i,i,i,i,i,0,-3
COc1ccc(C(=O)C2CCCN(Cc3sc(N4CCCC4)nc3Cl)C2)c(OC)c1 (centres undefined),5,-1,-4,i,i,i,i,i,i,0,-7
COc1ccc(C2(C(=O)Nc3ccc(C)cc3)CCOCC2)cc1,0,-2,4,i,i,i,i,i,i,3,-23
CCOC(=O)CSc1nc2sc3c(c2c(=O)n1-c1ccccc1)CCN(C)C3,0,3,1,i,i,i,i,i,i,-3,-6
CCOC(=O)N1CCN(C(=O)COc2ccc3oc4c(c3c2)CCCC4)CC1,?,-1,10,i,i,i,i,i,i,4,-14
C=CCN1/C(=C2/SC(=S)N(C)C2=O)Sc2ccccc21,10,0,.,i,i,i,i,i,.,-3,-13
CC1Sc2ccc(S(=O)(=O)NCCc3ccccc3)cc2NC1=O (centres undefined),-3,-3,1,i,i,i,i,i,i,4,-4
Cn1ccc(C(=O)N/N=C/c2cccnc2)n1,0,2,-8,i,i,i,i,i,i,.,-12
COc1ccccc1CCC(=O)N(C)CC(=O)Nc1ccc(F)cc1,-14,-1,-2,i,i,i,i,i,i,-4,-10

Screens as filed in PubChem.
